Compound activity as filed in PubChem BioAssay.
CHOP inhibitor: inhibitors of CHOP promoter induction, primary screen, cell-based, unfolded protein response, luciferase reporter. CHO-K1 CHOP-promoter luciferase, tunicamycin-induced, 15-18 h. inhibition, % at 10 µM. 220,000 compounds, 3.8% hits;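 active = compounds that reduced the stress-induced luciferase reporter signal by more than about 70% of percent inhibition, limit read from the data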;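 note: 0% = tunicamycin plus vehicle and 100% = wells without tunicamycin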
RBBP9 inh: human RBBP9 inhibitors, primary screen, biochemical, fluorescence polarization, FP-Rh probe, HTS. Serine hydrolase RBBP9 (Homo sapiens), O75884. recombinant RBBP9. inhibition, % at 7.94 µM. 220,000 compounds, 0.2% hits. AID 1515, 2009;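 active = inhibition above the campaign mean of all tested compounds plus 3 SD, cut at about 14% in these data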;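 note: plate controls were DMSO wells with RBBP9 for no effect and wells lacking RBBP9 protein for full effect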
Target sequence (O75884 whole entry, looked up): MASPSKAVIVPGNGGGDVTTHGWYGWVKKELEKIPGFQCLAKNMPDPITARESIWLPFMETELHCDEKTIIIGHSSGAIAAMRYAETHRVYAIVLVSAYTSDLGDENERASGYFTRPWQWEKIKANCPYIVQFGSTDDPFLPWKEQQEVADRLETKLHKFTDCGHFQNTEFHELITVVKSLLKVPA
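System: RBBP9 protein / Buffer or medium: Tris/NaCl buffer pH 8.0 with 0.1% Pluronic / Probe or stimulus: Serine-hydrolase probe FP-Rh, 375 nM pre-mixing / Dosing: 7.94 µM single dose, 0.794% DMSO / Times: enzyme-compound preincubation 30 min, then probe labeling 45 min, 25 °C / Technique: fluorescence polarization (mP), excitation 525 nm, emission 598 nm / Replication: singlicate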
Wee1 degr inh: Wee1 degradation inhibitors, primary screen, cell-based, HeLa, Wee1K328M-luciferase, luminescence. Wee1-like protein kinase (Homo sapiens), P30291. 220,000 compounds, 1.2% hits. AID 1321, 2008. HeLa Luc-Wee1K328M stability; 100% = proteasome inhibitor MG132 effect. reporter increase, % at 5 µM;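 active = activation above the mean of all tested compounds plus 3 SD, set per screening run, cut at about 8.8% in these data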;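 note: cells exposed to compound for 20 h before luminescence read; 0% = DMSO alone and 100% = MG132 at 30 µM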
TRPML3 ag: human TRPML3 channel agonists, primary screen, cell-based, HEK293 TRPML3-YFP, Fluo-8 calcium fluorescence, 3 µM; Mucolipin-3 (Homo sapiens), Q8TDD5; 100% = the carbachol control signal; activation, % at 3 µM; 220,000 compounds, 0.29% hits; AID 1448, 2008;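 active = activation above its plate's cutoff, the mean activation of the plate's test wells plus 3 SD, cut at about 12% in these data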;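 note: 0% = DMSO only wells and 100% = carbachol wells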
Target sequence (Q8TDD5 whole entry, looked up): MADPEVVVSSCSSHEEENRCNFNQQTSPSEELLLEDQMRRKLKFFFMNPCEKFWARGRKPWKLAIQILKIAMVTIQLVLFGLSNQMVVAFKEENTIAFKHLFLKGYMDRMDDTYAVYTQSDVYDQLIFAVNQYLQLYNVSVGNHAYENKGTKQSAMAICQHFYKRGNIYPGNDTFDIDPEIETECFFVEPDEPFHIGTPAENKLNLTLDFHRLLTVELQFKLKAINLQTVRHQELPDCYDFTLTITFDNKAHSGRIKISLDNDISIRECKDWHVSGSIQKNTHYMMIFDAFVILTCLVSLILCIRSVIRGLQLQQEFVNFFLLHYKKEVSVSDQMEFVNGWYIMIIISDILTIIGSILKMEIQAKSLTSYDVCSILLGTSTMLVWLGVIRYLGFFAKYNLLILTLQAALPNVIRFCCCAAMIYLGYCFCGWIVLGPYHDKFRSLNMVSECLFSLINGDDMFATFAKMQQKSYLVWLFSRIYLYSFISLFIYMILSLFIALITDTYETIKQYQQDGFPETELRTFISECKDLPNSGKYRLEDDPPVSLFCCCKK
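Material: TRPML3-YFP stable HEK293 cells | Dosing: One concentration, 3 µM nominal, 0.3% DMSO | Timing: 125 s total fluorescence read per well | Technique: Fluo-8 calcium dye fluorescence, ex 470-495, em 515-575 nm | Measure: Percent activation from peak-to-basal fluorescence ratio, scaled between DMSO and carbachol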
zfTRPN1 agonist: zebrafish TRPN1 channel agonists, primary screen, cell-based, HEK293, calcium fluorescence; 220,000 compounds, 0.18% hits; activation, % at 3 µM; transient receptor potential cation channel N1 (TRPN1/NompC), Danio rerio; HEK293 zebrafish TRPN1-YFP, Fluo-8 calcium fluorescence; 100% = response to 87 µM carbachol;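 active = activation above its plate's cutoff, the mean activation of test wells on that plate plus 3 SD, cut at about 19% in these data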;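 note: 0% = DMSO alone and 100% = 87 µM carbachol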
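Material: zebrafish TRPN1-YFP in HEK293 cells. Doses: one dose of 3 µM, 0.3% DMSO. Incubation: dye 1 h 37 °C plus 30 min RT. Measured by: intracellular calcium fluorescence with Fluo-8.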
BaF3 parental: parental Ba/F3 cell viability inhibition, counter-screen for JAK2V617F inhibitor project, murine pro-B, CellTiter-Glo luminescence | CellTiter-Glo ATP luminescence | inhibition, % at 5.6 µM | 220,000 compounds, 1.1% hits | AID 1486, 2009;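 active = inhibition above a per-campaign cutoff, the mean inhibition of all tested compounds plus 3 SD, cut at about 27% in these data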;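 note: 0% = DMSO wells and 100% = JAK Inhibitor I control wells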
PPC-1+TRAIL kill: compounds killing PPC-1 cancer cells with TRAIL present, primary screen, TRAIL potentiator project, ATPLite luminescence, uHTS; AID 1443, 2008; 220,000 compounds, 0.41% hits; cell killing (% activity), % at 4 µM; PPC-1 cells + TRAIL, ATPLite viability luminescence;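 active = cell killing above 50% in the first pass at 4 µM, then a duplicate retest at 5 µM averaging 50% or more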;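 note: plate controls were cells with TRAIL plus DMSO for no effect and medium-only wells lacking cells for full effect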
TNF necrop inh: inhibitors of TNF-alpha triggered necroptosis, primary screen, cell-based, Jurkat FADD-/-, single concentration | 220,000 compounds, 0.068% hits | AID 463075, 2010 | Jurkat FADD-/- TNF necroptosis rescue, ATP luminescence, 24 h; 0 = TNF only, 100 = no-TNF cells | activation (protection from cell death), % at 10 µM;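 active = activation, meaning protection from cell death, of at least 50% relative to plate controls; inactive = activation below 50%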;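 note: necroptosis triggered by 40 ng/mL TNF-alpha added together with compound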
Ba/F3 V617F tox: reduced viability of JAK2V617F-dependent Ba/F3 cells, primary screen, JAK2V617F inhibitor project, cell-based, Ba/F3 EpoR-JAK2V617F, luminescence; 220,000 compounds, 1.1% hits; AID 1446, 2008; inhibition, % at 5.6 µM; ATP luminescence;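 active = inhibition above the campaign mean plus 3 SD over all tested compounds, cut at about 24% in these data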;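 note: cytokine-independent growth of Ba/F3 cells driven by EpoR plus mutant JAK2; 0% = DMSO-treated cells and 100% = JAK inhibitor I control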
Numbers without * were called inactive; / = no result given; & = joins results of further samples. The list is partial. The share of hits here may be higher or lower than overall.

SMILES | CHOP inhibitor | RBBP9 inh | Wee1 degr inh | TRPML3 ag | zfTRPN1 agonist | BaF3 parental | PPC-1+TRAIL kill | TNF necrop inh | Ba/F3 V617F tox
CCOP(=S)(OCC)SCOC(=O)NCC(=O)OC | 22 | 1 | 2 | 0.6 | 0.7 | 7 | 5 | 0.5 | -2
CCC(=NCc1cccnc1)c1c(O)n(C2CCCCC2)c(=O)[nH]c1=O | 2 | -10 | 2 | 0.0 | -0.2 | 9 | -8 | -0.9 | 0
O=Cc1cn(Cc2c(F)cccc2Cl)c2ccccc12 | 29 | 1 | 5 | 0.6 | 1.1 | -2 | 25 | -1.1 | -1
O=C(CSc1ccccc1)N1CCC2(CC1)OCCO2 | -23 | -5 | 0 | 0.9 | 0.9 | 6 | 26 | -1.0 | 0
Cc1ccc2occ(CN3CC4CC(C3)c3cccc(=O)n3C4)c(=O)c2c1 (stereo not drawn) | 14 | -7 | 5 | 0.9 | 0.6 | 7 | 1 | 2.5 | -1
CCOc1ccccc1-n1c(O)c(C=NCc2ccc3c(c2)OCO3)c(=O)[nH]c1=O | 20 | 0 | -4 | -0.5 | 0.3 | 9 | -2 | -0.3 | 3
COc1ccc(-c2csc(NC(=O)COC(=O)Cc3ccccc3)n2)cc1OC | 15 | -5 | 3 | 1.1 | 2.6 | 7 | 2 | 0.0 | 0
O=C(c1ccncc1)C12CN3CN(CN(C3)C1)C2 | 25 | -6 | -3 | 0.5 | 0.3 | -2 | -4 | -0.3 | -4
Cc1ncc([N+](=O)[O-])n1CCOc1nonc1N | 4 | -7 | -2 | 0.7 | 0.5 | 8 | 6 | 0.7 | 0
CC(C)[C@@]1(NC(=O)[C@@H]2C[C@@H]3c4cccc5[nH]cc(c45)C[C@H]3N(C)C2)O[C@@]2(O)[C@@H]3CCCN3C(=O)[C@H](Cc3ccccc3)N2C1=O | -6&-37 | -1 | -1 | 1.5 | 1.1 | 5 | 18 | -5.6 | 0
C#CCN(C)[C@H](C)Cc1ccccc1 | 31 | 1 | 8 | 0.7 | 1.2 | -6 | -5 | / | -7
COc1cc(/C=C2\C(=O)NC(=O)N(c3ccc(C)cc3)C2=O)cc(OC)c1O | 7 | 7 | 2 | 0.7 | 1.5 | 3 | -14 | 0.5 | 1
COC(=O)C1=C(C)OC(N)=C(C#N)C12C(=O)Nc1ccccc12 (stereo not drawn) | -12 | -6 | 1 | 1.5 | 2.5 | 5 | / | 1.3 | -1
Cc1cc(/C=C2\C(=O)NC(=O)N(Cc3ccccc3Cl)C2=O)c(C)n1-c1ccc(C(=O)O)cc1 | 1 | -1 | 8 | 1.0 | 1.3 | 6 | -4 | 1.2 | -1
CCn1c(C)c(C(=O)O)c2cc(OC)ccc21 | 14 | -7 | 0 | 1.0 | 0.7 | 2 | 16 | -1.6 | 1
CCn1ncc(/C=C2/CC3C4CC=C5CC(O)CCC5(C)C4CCC3(C)C2=O)c1C (stereo not drawn) | / | -7 | 2 | 0.0 | 1.1 | 3 | / | -1.1 | 2
COc1ccc2c3c([nH]c2c1)C(C)NCC3 (stereo not drawn) | 24 | 6 | 7 | 0.5 | 3.3 | -4 | 15 | 1.7 | 0
COc1ccc(CCN(C)Cc2ccncc2)cc1OC | 16 | -8 | 0 | 1.4 | -0.6 | 3 | 21 | -1.0 | -1
Fc1cccc(CCNCc2ccccn2)c1 | -18 | -8 | -3 | 0.3 | 0.6 | 9 | 3 | -0.6 | -1
CC(C)c1ccc(N2C(=O)NC(=O)/C(=C/C=C/c3ccco3)C2=O)cc1 | 103* | 0 | -3 | 3.7 | 7.6 | 6 | 9 | -14 | -1
Cc1cc(OCC(=O)NC2CCS(=O)(=O)C2)c2c3c(c(=O)oc2c1)CCC3 (stereo not drawn) | -63 | 3 | 4 | 0.9 | 3.5 | 6 | 3 | 1.8 | 1
NCCCN1CCN(c2ccccc2)CC1 | 15 | -10 | -3 | 0.9 | -1.3 | 1 | 0 | 3.3 | -2
CC(=O)c1ccc2c(c1)C1C(Cl)C(Sc3ccccc3[N+](=O)[O-])CC1C(c1ccccc1)N2 (stereo not drawn) | 30 | 10 | -4 | 0.4 | -1.8 | -4 | 18 | -1.4 | 1
CCCC1=C(C(=O)OCC)C2(C(=O)Nc3ccc(C)cc32)C(C#N)=C(N)O1 (stereo not drawn) | 41 | 2 | 3 | 0.1 | 1.5 | 7 | -11 | -2.6 | 0

Reformatted in markdown: part of the list above.
| SMILES | CHOP inhibitor | RBBP9 inh | Wee1 degr inh | TRPML3 ag | zfTRPN1 agonist | BaF3 parental | PPC-1+TRAIL kill | TNF necrop inh | Ba/F3 V617F tox |
| --- | --- | --- | --- | --- | --- | --- | --- | --- | --- |
| Cc1cc(/C=C2\C(=O)NC(=O)N(Cc3ccccc3Cl)C2=O)c(C)n1-c1ccc(C(=O)O)cc1 | 1 | -1 | 8 | 1.0 | 1.3 | 6 | -4 | 1.2 | -1 |
| CCn1c(C)c(C(=O)O)c2cc(OC)ccc21 | 14 | -7 | 0 | 1.0 | 0.7 | 2 | 16 | -1.6 | 1 |
| CCn1ncc(/C=C2/CC3C4CC=C5CC(O)CCC5(C)C4CCC3(C)C2=O)c1C (stereo not drawn) | / | -7 | 2 | 0.0 | 1.1 | 3 | / | -1.1 | 2 |
| COc1ccc2c3c([nH]c2c1)C(C)NCC3 (stereo not drawn) | 24 | 6 | 7 | 0.5 | 3.3 | -4 | 15 | 1.7 | 0 |
| COc1ccc(CCN(C)Cc2ccncc2)cc1OC | 16 | -8 | 0 | 1.4 | -0.6 | 3 | 21 | -1.0 | -1 |
| Fc1cccc(CCNCc2ccccn2)c1 | -18 | -8 | -3 | 0.3 | 0.6 | 9 | 3 | -0.6 | -1 |
| CC(C)c1ccc(N2C(=O)NC(=O)/C(=C/C=C/c3ccco3)C2=O)cc1 | 103* | 0 | -3 | 3.7 | 7.6 | 6 | 9 | -14 | -1 |

(cont.)
SMILES | CHOP inhibitor | RBBP9 inh | Wee1 degr inh | TRPML3 ag | zfTRPN1 agonist | BaF3 parental | PPC-1+TRAIL kill | TNF necrop inh | Ba/F3 V617F tox
CCN1C(=O)/C(=C/c2ccc(N(CC)CC)cc2OC)C(=O)NC1=S | 100* | -3 | -1 | 0.9 | 1.3 | 6 | 6 | -2.9 | 2
CCCCn1c(=O)c(C=Nc2cc([N+](=O)[O-])ccc2OC)c(O)n(CCCCl)c1=O | -10 | -7 | -2 | 0.9 | 0.4 | 1 | -8 | -2.8 | -3
CCOC(=O)c1c(N)n(CCN2CCOCC2)c2nc3ccccc3nc12 | 1 | -1 | 2 | 1.1 | 1.4 | 3 | 16 | 1.4 | -4
CC1C(c2cccs2)=[N+]([O-])C(C)(C(=O)c2cccs2)N1O (stereo not drawn) | 28 | -7 | -2 | 0.6 | 0.5 | 2 | 15 | 0.7 | 3
O=C(COc1ccc2ccccc2c1)N1CCN(CC2CC3C=CC2C3)CC1 (stereo not drawn) | 48 | -3 | 0 | 0.0 | 1.6 | 3 | 14 | -0.6 | 6
Nc1ccccc1C(=O)OCC(=O)Nc1ccc(Br)cc1F | 46 | -4 | -2 | -1.2 | -0.1 | 2 | -8 | -1.2 | 3
C/C(=N\N1CCCCC1)c1c(O)[nH]c(=O)[nH]c1=O | -7 | 4 | 3 | 2.1 | -0.5 | 1 | 12 | -2.9 | -4
CCN(CC)P(=S)(c1c(C)nc2ccccn12)c1c(C)nc2ccccn12 | 10 | 5 | 0 | 0.2 | 0.1 | 1 | -3 | -1.0 | 1
CC(=O)NC1C(OC(=O)Cc2ccccc2)OC(COC(C)=O)C(OC(C)=O)C1OC(C)=O (stereo not drawn) | 2 | -4 | -1 | 1.4 | 1.5 | 4 | 49 | -0.3 | 2
COc1cc(OC)c(OC)cc1CNC(C)C(O)c1ccccc1 (stereo not drawn) | 10 | 2 | 0 | 1.2 | -0.4 | 7 | 8 | 3.9 | -2
O=C1N(c2ccc(Cl)cc2)C(c2cccnc2)N2CCCN12 (stereo not drawn) | -2 | -5 | 4 | 2.3 | 2.5 | 0 | 14 | 0.5 | -2
N#Cc1cc(F)c(N2CCNCC2)cc1Cl | 1 | -2 | 2 | 1.4 | 2.1 | 6 | 7 | 1.8 | 7
O=c1c2ccccc2nc(CSc2ncnc3nc[nH]c23)n1-c1ccccc1Cl | 15 | -13 | -1 | 0.4 | 3.7 | 17 | 26 | -1.9 | 11
CC1=CC2/C=C(\C)CCC(O)C(O)/C=C/C(=O)C23C(=O)NC(CC(C)C)C3C1C (stereo not drawn) | 105* | 0 | -2 | 1.7 | 3.1 | 49* | 4 | -12 | 89*
CCn1c(O)c(C=Nc2ccc(N3CCOCC3)c(Br)c2)c(=O)n(CC)c1=S | 0 | 3 | 1 | 0.8 | 0.6 | 3 | 17 | -12 | -3
NC(=O)Nc1ccc(C(=O)OCC(=O)Nc2ccc(Cl)cc2C(=O)c2ccccc2)cc1 | 76* | -19 | -2 | -0.3 | -0.3 | 2 | 0 | -0.1 | 1
CC(=NCc1cccnc1)c1c(O)n(Cc2ccccc2)c(=O)[nH]c1=O | 19 | -1 | -3 | -0.3 | 1.6 | 9 | 7 | -2.1 | 4
CN1CCC(O)(c2ccccc2)C(C(=O)c2ccccc2)C1 (stereo not drawn) | 8 | -4 | 0 | 0.8 | 0.9 | 1 | 5 | 1.1 | -2
CCOC(=O)C1CCCN(c2ccc([N+](=O)[O-])c3nonc23)C1 (stereo not drawn) | 30 | 19* | 2 | 113* | 291* | 3 | 20 | -1.5 | 1
CCn1c(O)c(/C(C)=N/N2CCCCC2c2cccnc2)c(=O)[nH]c1=S (stereo not drawn) | 15 | -18 | 8 | 0.0 | 1.1 | 8 | 13 | 0.0 | 7
COc1ccc(C2=NCC(=S)Nc3ccc(Cl)cc32)cc1Cl | 47 | -12 | 3 | 1.5 | 1.2 | 7 | 6 | -0.2 | 3
